Screening data as filed in PubChem.
Spn PMK inh: S. pneumoniae PMK inhibition; AID 539; actives 0.49% (n = 65,000); inhibition, % at 10 µM; purified PMK, PK/LDH-coupled NADH absorbance 340 nm;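 active = top-ranked compounds by inhibition in the single 10 µM screen, taking a fixed number of the strongest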;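 also: 0% = full reaction with DMSO carrier and 100% = background rate without enzyme reaction; no value below 0 was filed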
HT1080 cytotoxicity: cytotoxicity in HT1080 fibrosarcoma cells, cell-based, fluorescence readout (AID 620); HT1080 viability, fluorescence; higher % means a stronger effect; one-dose cytotoxicity, % at 10 µM; EC50 in µM for titrated hits; actives 0.42% (n = 87,000);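 also: cells exposed to compound overnight then 4 h with Alamar Blue; 0% = vehicle DMSO and 100% = killing control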
Bfl-1 inhibitors: Bfl-1 inhibitors, primary screen, biochemical, fluorescence polarization, FITC-Bid, mouse (AID 432). actives 0.02% (n = 64,000). FITC-Bid BH3 peptide fluorescence polarization displacement; higher % means a stronger effect. one-dose displacement, % at 20 µM; IC50 in µM for titrated hits; in the data active = a potency from the dose series; inactive = the rest, 99 in 100 with displacement below about 15%; also: strong numbers were not always called active
HPDE-C7 cytotoxicity: cytotoxicity in HPDE-C7 cells, cell-based, fluorescence, HTS (AID 430) | HPDE-C7 pancreatic duct cells viability, fluorescence; higher % means a stronger effect | cytotoxicity, % at 10 µM, or EC50 in µM where a hit was titrated | actives 1.8% (n = 63,000);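 also: cells exposed to compound for 48 hours before viability readout; 0% = vehicle and 100% = reference cytotoxic drug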
TNAP inhibition: human TNAP enzyme inhibitors, biochemical, luminescent (AID 518); inhibition, % at 20 µM, or IC50 in µM where a hit was titrated; purified TNAP enzyme, luminescent substrate readout; higher % means a stronger effect; actives 0.09% (n = 64,000); in the data active = a potency from the dose series; inactive = the rest, 99 in 100 with inhibition below about 22%;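 also: plate controls were vehicle for no effect and reference inhibitor for full effect; many of its hits are not listed in these tables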
Spn MK inh: inhibitors of Streptococcus pneumoniae mevalonate kinase; actives 0.48% (n = 65,000); purified MK, PK/LDH-coupled NADH absorbance 340 nm; inhibition, % at 10 µM; AID 555;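 active = ranked among the strongest by inhibition in the single 10 µM screen, a fixed top-ranked set picked for dose follow-up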; also: no value below 0 was filed
LYP phosphatase: LYP phosphatase inhibitors, primary screen, biochemical, DiFMUP fluorescence, recombinant catalytic domain, 10 µM (AID 606). recombinant LYP catalytic domain, DiFMUP fluorescence; higher % means a stronger effect. one-dose inhibition, % at 10 µM; IC50 in µM for titrated hits. 52,000 tested, under 10 active;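 active = IC50 under 40 µM in the dose-response test; inactive = IC50 of 40 µM or more, or never dose-tested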
Spn DPM-DC inh: S. pneumoniae DPM-DC inhibition. calls only at 10 µM. AID 556. purified DPM-DC, PK/LDH coupled NADH fluorescence. actives 0.49% (n = 65,000);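 active = the 320 compounds with the highest percent inhibition in the single-dose primary screen, excluding strongly autofluorescent ones, cut at about 32% in these data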;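 also: kinetic rate of NADH fluorescence loss reporting ADP formed by the decarboxylase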
KRASV12 cytotoxicity: cytotoxicity in KRAS-transformed pancreatic duct cells, primary screen, cell-based, fluorescence, HTS (AID 431); HPDE-C7K KRASV12 cells, Alamar Blue viability, 48 h; higher % means a stronger effect; cytotoxicity, % at 10 µM; hits with a dose series show EC50 in µM; actives 1.7% (n = 63,000);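 active = compounds whose percent cytotoxicity in the single-dose primary screen, scaled between solvent and toxic-drug controls, exceeds 50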;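 also: 0% = DMSO solvent wells and 100% = doxorubicin-treated wells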
Spn PMK inh pilot replicates: further read-out of Spn PMK inh, marked with its call; inhibition, %; measured here: pilot screen replicates
Spn MK inh pilot replicates: also measured in Spn MK inh; calls as there; inhibition, %; measured here: pilot screen replicates
Spn DPM-DC inh pilot screen %: recorded beside Spn DPM-DC inh, whose call it bears; inhibition, %; measured here: pilot screen trials
Numbers without * were called inactive; i = inactive; . = not tested or not shown; [ ] = another dose, or the depositor's remark. Rule as the data show it, unless noted: active = cytotoxicity above about 50%; inactive = the rest.

SMILES,Spn PMK inh,Spn PMK inh pilot replicates,HT1080 cytotoxicity,Bfl-1 inhibitors,HPDE-C7 cytotoxicity,TNAP inhibition,Spn MK inh,Spn MK inh pilot replicates,LYP phosphatase,Spn DPM-DC inh,Spn DPM-DC inh pilot screen %,KRASV12 cytotoxicity
COc1ccc(OC)c(-n2cnnn2)c1,9,.,28%,-2%,-4%,6%,10,.,-9%,i,.,0%
Cn1c(=O)c2c(nc(Br)n2CC(=O)C23CC4CC(CC(C4)C2)C3)n(C)c1=O,14,.,21%,2%,9%,1%,17,.,.,i,.,0%
COCC(=O)Nc1ccc(N(C)C)cc1,4,.,6%,-3%,-4%,10%,1,.,.,i,.,-2%
CC1CN(S(=O)(=O)c2ccc(NC(=O)CCCN3C(=O)c4ccccc4C3=O)cc2)CC(C)O1 (stereo not drawn),1,.,6%,-5%,-21%,6%,3,.,0%,i,.,-21%
COc1ccccc1C(=O)N1CCc2ccccc21,22,.,-2%,-6%,-3%,-6%,3,.,4%,i,.,-14%
Cc1cc(NC2C3CC4CC(C3)CC2C4)n2nnnc2n1 (stereo not drawn),4,.,12%,-9%,-16%,10%,0,.,9%,i,.,-12%
CN1CCN(CC(=O)Nc2ccc(Cl)cc2Cl)CC1,6,1.0,-6%,-8%,-23%,5%,8,0.0,5%,i,1.0,-18%
COC(=O)C1(CCSC)NC(c2ccco2)C2C(=O)N(C)C(=O)C21 (stereo not drawn),14,.,-6%,8%,-3%,4%,2,.,12%,i,.,2%
CCOCCCn1c(=S)[nH]c2ncccc2c1=O,10,.,-8%,1%,6%,6%,11,.,.,i,.,-5%
CC(C)(C)N1CC(COc2ccccc2)OC1=O (stereo not drawn),4,.,14%,6%,-7%,10%,7,.,13%,i,.,-10%
Nc1nonc1-c1noc(-c2ccccc2)n1,7,.,0%,-4%,10%,7%,6,.,6%,i,.,-3%
Cn1c(N)c(S(=O)(=O)c2ccc(Br)cc2)c2nc3ccccc3nc21,7,.,20%,-3%,.,7%,2,.,.,.,.,.
Cc1cccc(C)c1NC(=O)CSc1nnc([C@H](C)NC(=O)OC(C)(C)C)o1,13,.,25%,-8%,-12%,7%,0,.,.,i,.,-9%
CCOC(=O)N1CCN(C(=O)CSc2nnc(Cc3ccccc3)o2)CC1,6,0.0,-4%,-7%,-1%,8%,4,2.0,-10%,i,0.0,-9%
COC(=O)C(C(=O)OC)C(C(C)C)C(C(=O)OC)C(=O)OC,0,.,1%,-10%,6%,10%,10,.,11%,i,.,9%
Cc1ccc(S(=O)(=O)N2CCCC(C(=O)N(Cc3cccs3)C3CC3)C2)cc1 (stereo not drawn),13,.,0%,0%,-10%,9%,6,.,16%,i,.,-1%
O=C(c1cccs1)c1cn(CC(=O)N2CCc3ccccc3C2)c2ccccc12,0,5.5,-2%,-13%,-7%,16%,6,1.5,.,i,4.0,-4%
Cc1ccc2nc3c(cc(C(=O)NCCCn4ccnc4)n3C)c(=O)n2c1,4,.,0%,-11%,6%,-18%,0,.,.,.,.,8%
CCOC(=O)NC(O)C(=O)c1cccs1 (stereo not drawn),0,.,.,0%,-3%,8%,10,.,5%,.,.,-6%
CCC(=O)Nc1ccc2c(c1)nc1n2CCSC1,0,.,-2%,0%,-16%,11%,1,.,-15%,i,.,-4%
N#Cc1c(N)nc(N2CCCC2)c(C#N)c1-c1ccc(Cl)cc1,8,.,-3%,3%,8%,2%,3,.,.,i,.,8%
CCCCn1nc(C(=O)N2CCc3ccccc32)c2ccccc2c1=O,13,5.0,-1%,0%,-9%,12%,0,3.0,-25%,i,2.0,-8%
CC(=O)C1C(c2ccc(O)cc2)NC(=O)NC1(O)C(F)(F)F (stereo not drawn),0,.,0%,8%,2%,0%,3,.,.,i,.,1%
COc1cc(C(N)=O)ccc1OCc1ccccc1,7,0.0,5%,-9%,-16%,7%,6,0.0,1%,i,0.0,-10%
CCOC(=O)c1cnc2c(OC)cccc2c1N1CCN(c2ccc(OC)cc2)CC1,0,0.0,-11%,6%,-2%,15%,0,0.0,.,i,0.5,-1%
CCC(C)c1ccc2oc(-c3ccc(NC(=O)Cn4cnc5c(=O)n(C)c(=O)n(C)c54)cc3)nc2c1 (stereo not drawn),0,.,-2%,-3%,9%,10%,0,.,6%,.,.,12%
CCOC(=O)c1cn(CC)c2cc(N3CCOCC3)c(F)cc2c1=O,16,0.0,14%,-6%,-17%,9%,9,2.0,.,.,.,-2%
O=C(CSc1nnc2sc3ccccc3n12)c1ccco1,9,5.0,-4%,-4%,4%,11%,6,0.0,4%,i,2.5,18%
COc1cc(OC)c(N(C)C(=O)CCNC(=O)Cn2cnc3ccccc3c2=O)cc1Cl,17,.,19%,1%,8%,0%,0,.,12%,i,.,0%
CCOc1ccccc1N1CCN(c2nc3ccccc3nc2C(C#N)C(=O)OC)CC1 (stereo not drawn),3,2.0,-1%,-2%,40%,13%,3,0.0,-2%,i,2.0,51%*

Next part:
SMILES,Spn PMK inh,Spn PMK inh pilot replicates,HT1080 cytotoxicity,Bfl-1 inhibitors,HPDE-C7 cytotoxicity,TNAP inhibition,Spn MK inh,Spn MK inh pilot replicates,LYP phosphatase,Spn DPM-DC inh,Spn DPM-DC inh pilot screen %,KRASV12 cytotoxicity
Cc1cccc(NC(=O)C2CCCN(c3nc(C)cc(C)n3)C2)c1 (stereo not drawn),12,.,-7%,-3%,-5%,5%,6,.,.,i,.,-4%
CCOc1ccc(NCC(=O)Nc2ccc(C)cc2C)cc1,10,.,6%,-5%,-10%,13%,10,.,13%,i,.,-3%
Cc1sc(NC(=O)CSc2nnc(COc3ccccc3)n2C)c(C#N)c1C,17,1.5,-11%,7%,4%,14%,9,0.5,.,i[fluoresces],100,4%
C=C(C)Cn1c(CCNC(=O)CC)nc2ccccc21,0,4.0,8%,-1%,20%,16%,7,1.5,8%,i,0.0,22%
COc1ccc(-c2noc(CCCC(=O)NCCc3ccccc3)n2)cc1OC,12,.,14%,-7%,-5%,9%,13,.,.,i,.,6%
O=S(=O)(c1ccc(OCC(O)CN2CCc3ccccc3C2)cc1)N1CCOCC1 (stereo not drawn),11,0.0,0%,-10%,-1%,9%,0,1.0,16%,i,0.0,-14%
CCOC(=O)c1oc2ccccc2c1NC(=O)c1cccc(OC)c1OC,13,0.0,-16%,3%,35%,14%,10,2.0,-4%,i,2.5,32%
CCc1ccc2[nH]cc(C(=O)OCCOC)c(=O)c2c1,9,.,5%,-2%,0%,7%,6,.,10%,i,.,4%
COc1ccccc1OCC(=O)N(Cc1nc(-c2ccc(Cl)cc2)no1)C(C)C,0,.,-3%,-7%,-3%,6%,0,.,3%,i,.,2%
CC(C)NS(=O)(=O)c1ccc(OCC(=O)Nc2ccc3c(c2)OCCO3)cc1,11,.,5%,-6%,-14%,4%,12,.,12%,i,.,-2%
CCOC(=O)c1sc2nc(NC(=O)c3cccs3)sc2c1C,0,.,-5%,5%,-6%,8%,0,.,4%,.,.,-2%
COC(=O)C(Cc1cnc[nH]1)NC(=O)C1CCC(=O)N1 (stereo not drawn),16,.,3%,-2%,6%,1%,4,.,-9%,i,.,0%
CCc1c(C)nc(N)n2c(SCC(=O)N3CCN(c4ccccc4OC)CC3)nnc12,10,.,7%,-2%,4%,10%,4,.,.,i,.,0%
CC1=[N+]([O-])C(N2CCOCC2)C(O)(c2ccccc2)C1 (stereo not drawn),5,.,-12%,-3%,4%,8%,12,.,1%,i,.,-27%
CCOc1ccc(-n2nnc3c(=O)n(CC(=O)c4ccccc4)cnc32)cc1,15,.,5%,1%,-2%,-5%,6,.,-10%,i,.,6%
Cc1nc2ccccc2c(=O)n1/N=C/c1ccncc1,4,4.0,20%,-2%,-7%,9%,6,0.0,6%,i,2.0,-1%
CCOC(=O)C1=C(C)NC(C)=C(C(=O)OCC)C1c1ccc(O)cc1,0,.,-7%,2%,4%,11%,14,.,18%,i,.,6%
O=C(COC(=O)C1CCCN1C(=O)c1cccs1)c1ccccc1 (stereo not drawn),17,.,5%,-3%,-4%,5%,0,.,7%,i,.,-4%
O=C(O)c1ccc2c(c1)CC(c1ccccc1)OC2=O (stereo not drawn),14,.,-7%,2%,0%,-4%,4,.,11%,i,.,-3%
CCOC(=O)C1=C(c2ccccc2)N(C)C(=O)NC1c1ccc(O)c(OC)c1 (stereo not drawn),15,.,-1%,3%,-15%,7%,7,.,5%,i,.,2%
CCCS(=O)(=O)N1CCC(C(=O)NCCCOCC)CC1,6,.,-1%,-3%,8%,0%,0,.,.,i,.,6%
Cc1ccc2nc(C3CCN(CC(=O)Nc4ccc5c(c4)OCCO5)CC3)[nH]c2c1,11,.,-19%,0%,.,-3%,0,.,.,i,.,.
COC(=O)c1ccc(CSc2nnc(-c3ccncc3)o2)o1,0,1.0,-4%,0%,3%,18%,3,0.0,.,i,0.0,11%
CC(=O)N1CCN(CC(O)COc2ccc(OCc3ccccc3)cc2)CC1 (stereo not drawn),8,.,4%,-4%,1%,-4%,6,.,1%,i,.,10%
COCCCn1c2nc3ccccc3nc2c2c(=O)n(Cc3ccc(Cl)cc3)cnc21,8,.,13%,3%,-3%,13%,11,.,15%,.,.,23%
Cc1ccc(-c2nn(-c3ccccc3)cc2CN(Cc2ccccc2)C(=O)CCC(=O)O)o1,0,3.0,1%,9%,-3%,17%,9,2.5,6%,i,6.0,-2%
Cc1cccc(NC(=O)c2ccccc2NC(=O)C(C)(C)C)n1,9,.,14%,-6%,-12%,2%,11,.,-2%,i,.,-16%

Random draw from the library. Share with any hit: about 3.6%.
